Screening results: PubChem BioAssay, several laboratories
14-3-3 Bad inh: disrupts binding of bovine 14-3-3 zeta to phospho-Bad peptide; P63103; TR-FRET 14-3-3zeta/Dy647-pBad peptide displacement, 1 h; inhibition, % at 21.7 µM; actives 0.71% (n = 220,000); AID 781;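 active means inhibition above about 70%, limit read from the data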;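 further: 0% = full 14-3-3 plus peptide FRET controls and 100% = background without 14-3-3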
Target sequence (P63103 whole entry, looked up): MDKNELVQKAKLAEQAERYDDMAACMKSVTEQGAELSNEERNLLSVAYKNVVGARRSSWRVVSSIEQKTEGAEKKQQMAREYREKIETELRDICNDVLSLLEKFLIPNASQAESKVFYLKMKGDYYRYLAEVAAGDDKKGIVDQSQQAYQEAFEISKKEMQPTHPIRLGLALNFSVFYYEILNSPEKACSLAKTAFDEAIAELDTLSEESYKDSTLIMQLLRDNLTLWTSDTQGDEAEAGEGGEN
hK5 inh: blocks human kallikrein 5 protease activity; Q9Y337; actives 0.59% (n = 210,000); recombinant hK5, fluorogenic AMC substrate cleavage; inhibition, % at 5 µM;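 active means inhibition of 40% or more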;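 further: 0% = enzyme controls without compound and 100% = no-enzyme blanks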
Rad51 HR inh: Rad51 (human) homologous recombination inhibition; inhibition, % at 10 µM; hRad51 DNA strand exchange, fluorescence dequenching; actives 0.085% (n = 200,000);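 active means inhibition above 40% at the single screening dose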;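 further: 0% = DMSO control wells and 100% = blanks with heterologous ssDNA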
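Test system: preformed human Rad51 ssDNA filaments. Compound dosing: single dose, 10 µM final compound. Incubation: filaments 15 min 37 °C, then compound 30 min. Technique: FRET fluorescence dequenching, excitation 485 nm, emission 520 nm. Read-out basis: percent inhibition from fluorescence, normalised to plate control and blank means. Benchmarks: plate controls and plate blanks.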
FXIIa inh 1536: inhibitors of human coagulation factor XIIa. P00748. purified FXIIa, Boc-QGR-AMC fluorogenic substrate, 2 h. inhibition, % at 5 µM. actives 0.3% (n = 220,000); in the data active means inhibition above about 40%;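 further: 0% = enzyme with no compound and 100% = blank without enzyme; many of its hits are not listed in these tables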
Mdm2 ligase inh: blocks human Mdm2 ubiquitin ligase activity | signal enhancement, % at 5 µM | Q00987 | actives 0.11% (n = 210,000) | cell-based MDM2 ubiquitination luciferase reporter, 2 h; 0 = plate control, 100 = twice control, blank-subtracted;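 active means signal enhancement of 30% or more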;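 further: luminescence tracks abundance of the self-degrading MDM2-luciferase fusion protein; higher signal means inhibition of MDM2 E3 ligase activity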
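Buffer or medium: Cells held in DMEM | Assay system: Stable mammalian line carrying autodegrading MDM2–luciferase fusion reporter | Quantity: 2000 cells/well | Times: 4 h settle plus 2 h compound, 37 °C | Doses: One concentration, 5 µM, with 0.2% DMSO | Technique: Luminescence with SteadyLite reagent, 15 min at room temperature | Benchmarks: Plate controls and plate blanks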
p97 ATPase inh: inhibitors of human p97 ATPase. P55072. recombinant p97 ATPase, Kinase-Glo ATP luminescence, 3 h. inhibition, % at 8 µM. actives 0.42% (n = 220,000); in the data active means inhibition above about 15%;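 further: 0% = DMSO vehicle and 100% = wells lacking enzyme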
FXIa inh 1536: blocks human coagulation factor XIa protease activity | AID 798 | purified FXIa, Boc-Glu-Ala-Arg-AMC fluorogenic substrate | inhibition, % at 5 µM | actives 0.14% (n = 220,000) | P03951;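 active means inhibition of at least 40%; inactive means inhibition below 40%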;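 further: fluorescence of freed AMC excited at 355 nm; 0% = enzyme without compound and 100% = no enzyme blank; many of its hits are not listed in these tables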
Target sequence (P03951 19-387 limits assumed): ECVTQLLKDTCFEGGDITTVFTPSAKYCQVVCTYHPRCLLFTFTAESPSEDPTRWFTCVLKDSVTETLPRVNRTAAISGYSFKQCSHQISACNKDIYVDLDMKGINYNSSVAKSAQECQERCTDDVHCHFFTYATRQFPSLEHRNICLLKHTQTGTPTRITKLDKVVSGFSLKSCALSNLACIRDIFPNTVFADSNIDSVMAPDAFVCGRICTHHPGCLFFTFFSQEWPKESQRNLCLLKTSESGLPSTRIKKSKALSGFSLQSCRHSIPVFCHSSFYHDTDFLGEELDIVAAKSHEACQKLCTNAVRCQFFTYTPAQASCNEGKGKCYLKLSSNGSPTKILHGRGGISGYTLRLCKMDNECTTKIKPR
Target sequence (P03951 388-625 limits assumed): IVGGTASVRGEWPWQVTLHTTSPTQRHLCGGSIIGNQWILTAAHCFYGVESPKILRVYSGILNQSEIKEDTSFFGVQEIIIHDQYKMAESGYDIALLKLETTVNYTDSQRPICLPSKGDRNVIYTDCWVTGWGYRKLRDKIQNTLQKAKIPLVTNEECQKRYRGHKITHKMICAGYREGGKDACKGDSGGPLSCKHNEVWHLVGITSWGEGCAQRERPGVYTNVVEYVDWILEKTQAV
eIF4E 4G PPI: eIF4E/eIF4G interaction inhibition in translation initiation | inhibition, % at 21.7 µM | TR-FRET eIF4E-eIF4GI(517-606) binding, 2 h | P63073+Q04637 | actives 0.37% (n = 220,000);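 active means inhibition above about 30%, limit read from the data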;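 further: 0% = full FRET control wells and 100% = background wells lacking eIF4GI fragment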
Wee1 stabilizer: inhibitors of human Wee1 degradation | reporter increase, % at 5 µM | P30291 | actives 1.2% (n = 220,000) | HeLa Luc-Wee1K328M stability, luciferase luminescence; 100% = proteasome inhibitor MG132 effect | AID 1321;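 active means activation above the mean of all tested compounds plus 3 SD, set per screening run, cut at about 8.8% in these data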;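 further: cells exposed to compound for 20 h before luminescence read; 0% = DMSO alone and 100% = MG132 at 30 µM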
Numbers without * were called inactive; . = no result given; [ ] = dose if it differs, or a comment.

SMILES	14-3-3 Bad inh	hK5 inh	Rad51 HR inh	FXIIa inh 1536	Mdm2 ligase inh	p97 ATPase inh	FXIa inh 1536	eIF4E 4G PPI	Wee1 stabilizer
Cc1cccc(N2C(=S)NC3c4cc(Cl)ccc4OC2(C)C3C(=O)N(C)C)c1 (stereo not drawn)	-7	.	.	10	-32	3	-1	-2	-1
O=C(O)C(Oc1ccc2c(-c3ccccc3)cc(=O)oc2c1)c1ccccc1 (stereo not drawn)	3	1	-5	12	-11	-2	1	-8	0
c1ccc2c(c1)OCCOCCOCCOCCOc1ccccc1OCCOCCOCCO2	-2	-5	2	7	-11	3	8	3[fluorescence artefact?]	3
COc1ccc(NC(=O)N2CCN(CCC#N)CC2)cc1	3	-12	-4	9	-7	3	2	3	2
CC(C)(C)n1nnnc1C(c1ccc2ncccc2c1)N1CCSCC1 (stereo not drawn)	2	-12	.	10	-2	1	-3	5[fluorescence artefact?]	-1
CCOCCCNC(=S)N1CCN(Cc2ccc3c(c2)OCO3)CC1	95*	5	-3	11	2	6	0	0	-3
O=C(CN(C(=O)CCC(=O)Nc1nccs1)c1ccc2c(c1)OCO2)NCC1CCCO1 (stereo not drawn)	-12	4	-5	-2	-6	-4	-2	0	-2
Cc1ccc(N=C2SC(C(=O)O)CC(=O)N2C)cc1C (stereo not drawn)	15	2	-9	7	-6	-3	-2	-1	-1
CC(=C/c1ccccc1)/C=N/n1cnnc1	3	-11	0	16	10	-4	7	-8	-2
CNc1cncc(C(=O)O)c1	-13	4	7	10	5	1	0	-6	-5
CCn1c(SCC(=O)Nc2cccc(C)n2)nnc1-c1ccco1	-5	-7	4	21	-12	-5	8	-2	1
COC(=O)c1ccc(CSc2nnc(NC(=O)c3cc4c(s3)CCCC4)s2)cc1	-10	-3	-1	32	-8	1	18	-23	0
Cc1cc(C(=O)NCCCc2ccccc2)no1	-7	-9	-2	-18	-5	1	-12	1	-1
CC(C)(C)c1ccc(C(=O)Nc2ccc(Cl)cc2)cc1	1	-3	-3	9	-7	4	0	-2	5
O=C(CCC(=O)NNC(=O)Nc1ccc(Cl)cc1)NCc1ccccc1	10	-3	9	-1	-5	0	-4	1	0
O=C(NC12CC3CC(CC(C3)C1)C2)N1CCC(O)CC1	-3[fluorescence artefact?]	-19	-6	14	-5	5	-4	0[fluorescence artefact?]	2
O=C(NC(=S)NNC(=O)c1cc2ccccc2cc1O)c1ccco1	-19	.	.	10	.	8	3	-3	-1
COc1ccc(N(Cc2cc3cc(OC)ccc3[nH]c2=O)S(C)(=O)=O)cc1	.	-23	4	-7	-9	0	-4	.	0
CCCc1cc(=O)[nH]c(SCc2csc(-c3ccccc3)n2)n1	-6	-9	7	17	-8	0	9	0	2
Cc1ccc(Cn2ncc(C)c2N)o1	-5	11	-4	15	-7	-2	15	2	-4
COc1ccc(OC)c(C2C(C(=O)c3cc4ccccc4o3)=C(O)C(=O)N2c2cc(C)on2)c1 (stereo not drawn)	-4	0	6	13	6	3	7	-3[fluorescence artefact?]	-2
COc1cc(C(=O)COC(=O)CNC(=O)C2CCCCC2)cc(OC)c1OC	0	-16	.	7	-3	0	-3	1[fluorescence artefact?]	2
O=c1c(Cl)c(N2CCC3(CC2)OCCO3)cnn1C12CC3CC(CC(C3)C1)C2	1	2	12	18	.	4	4	-5	3
CC(C)N(CCNCC(O)COc1ccc(C(C)(C)c2ccccc2)cc1)C(C)C (stereo not drawn)	14	4	5	6	-10	-3	-2	1	1
O=C(Nc1ccc(-n2cnnn2)cc1)c1cn2ccccc2n1	1	-3	-13	4	-17	1	-2	-12	6
CCOC(=O)CCn1nnc(N)n1	-12[fluorescence artefact?]	-1	-7	3	2	4	4	2[fluorescence artefact?]	-1
O=C(/C=C/c1ccc(F)cc1)NNC(=O)CCN1CCN(Cc2ccccc2)CC1	-22	-2	11	7	-10	2	-5	0	0
COc1ccc([N+](=O)[O-])cc1C(=O)Nc1ccc(Cc2ccncc2)cc1	9	1	-2	5	-1	1	-4	-2	-1
CC1(C)Oc2ccc(C(=O)NN)cc2NC1=O	-3	-3	-10	5	-13	1	-3	-3	-2
COc1ccc(NC(=O)c2ccc(-c3ccc(C)c4ccccc34)o2)cc1	-11[fluorescence artefact?]	3	-3	17	.	3	5	2	0
CC1CCN(C(=O)CSc2ccc(-c3ccccc3)nn2)CC1	-11	-10	6	5	-10	0	-5	-4	1
COC(=O)c1cccc(NC(=O)/C(=C\c2ccccc2)NC(=O)c2ccccc2Cl)c1	13[fluorescence artefact?]	1	-2	-3	-14	10	-12	0[fluorescence artefact?]	-1
COc1cccc(C(=O)NC(=S)Nc2ccc(Cl)cc2C(=O)O)c1	-18	1	5	7	-7	6	15	-1	-1
CCCCN(C)C(=O)C(Cc1ccccc1)NS(=O)(=O)c1ccc2c(c1)CCC(=O)N2 (stereo not drawn)	-3	0	4	-3	-11	0	-12	-2	0
CSCCC(C(=O)N1C[C@]2(C)C[C@H]1CC(C)(C)C2)N1C(=O)c2ccccc2C1=O (stereo partly drawn)	-18	-3	1	7	-2	-7	10	-10	0
CCOC(=O)CSc1nnc([C@H](CC(C)C)NC(=O)OC(C)(C)C)o1	5	-3	7	6	.	-4	0	0[fluorescence artefact?]	0
Nn1c(SCc2ccccc2)nc2c(cnn2-c2ccccc2)c1=O	-6	-1	-17	2	-5	-3	-6	1	3
COC(=O)CSc1nnc2n1C(C)(C)Cc1ccccc1-2	.	-8	-5	10	-11	-2	-1	.	-3
CCC(C)NC(=O)C1CCN(S(=O)(=O)N2CCC3(CC2)OCCO3)CC1 (stereo not drawn)	-8	-22	-4	1	-28	-1	6	-4	6
COc1cccc(CN2CCNC(=O)C2CC(=O)NC2Cc3ccccc3C2)c1 (stereo not drawn)	-15	-4	2	0	-6	3	-7	-2	-3
CN(C)c1cc[n+](/C(C(=S)Nc2ccc(SC(F)F)cc2)=C(/[O-])c2ccccc2)cc1	-17	-3	-3	3	3	2	-5	-3	-1
CC(=O)Nc1ccc(S(=O)(=O)Oc2ccc(C=O)cc2)cc1	17	-9	-2	10	2	-1	3	-2	2
CCc1ccc2[nH]c(=O)c(C(c3nnnn3Cc3ccc(OC)cc3)N3CCOCC3)cc2c1 (stereo not drawn)	-1	-27	-8	14	-3	2	-2	9	-3
N#CC(C(=O)NC1CC1)c1nc2ccccc2nc1N1CCN(C/C=C/c2ccccc2)CC1 (stereo not drawn)	-9	6	-19	13	-13	2	5	-10	3
COCCCn1c(=S)[nH]c2ccc(N3CCOCC3)cc2c1=O	-18	-20	-2	-5	-22	.	-12	3	.
CN(C)CCNCCCOc1ccccc1-c1ccccc1	10	5	4	-1	-21	6	-7	1	-1
CCN(CC)CCn1c(NCc2ccc(C)o2)nc2ccccc21	62	20	.	17	-55	-9	4	10[fluorescence artefact?]	-2
Cc1cc(-c2ccc(Cl)cc2Cl)c(C#N)c(=O)[nH]1	5	0	.	3	-8	7	-1	-2	6
O=C(O)c1c(C(=O)N2N=C3/C(=C/c4ccccc4)CCCC3C2c2ccccc2)cccc1[N+](=O)[O-] (stereo not drawn)	-13	-7	14	1	-5	1	-5	5	-3
CC(=O)NC(Cc1ccc(C)cc1)C(=O)NC1CCN(C(=O)c2ccc([N+](=O)[O-])cc2)CC1 (stereo not drawn)	-19	-17	5	9	-5	7	7	4[fluorescence artefact?]	1
NS(=O)(=O)c1ccc(NNC(=O)c2ccc(F)cc2F)cc1	0	0	.	8	-6	4	-2	2	-3
CCOc1ccc(-c2cc(C(=O)NN=C3CCN(C)CC3)[nH]n2)cc1	7	-6	-8	3	-12	-4	-12	3	-2
CO/N=C(\c1nonc1N)N1CCN(c2ccc([N+](=O)[O-])cc2Cl)CC1	7[fluorescence artefact?]	10	2	10	-3	2	-1	7	5
CCOC(=O)c1c[nH]c2c(Cl)ccc(Cl)c2c1=O	-2	-28	.	-13	-4	1	-17	7	1
O=C(NCc1ccccc1)c1ccc2nc(-c3ccco3)c(-c3ccco3)nc2c1	-6	-49	-1	-1	-18	5	6	13	-2
On1nnc2ccc3ccccc3c21	-14[fluorescence artefact?]	-19	-17	1	8	2	-1	15	-1
Clc1ccc(-c2nnc3n2CCCC3)cc1	16	-6	2	6	2	4	-6	2	-1
CC(C)c1[nH]nc2c1C(c1cccs1)C(C#N)=C(N)O2 (stereo not drawn)	-2	-8	0	7	1	2	-1	0[fluorescence artefact?]	0
Cc1n[nH]c(C)c1S(=O)(=O)N1CCc2ccccc21	-6	-13	-5	2	-10	0	-11	4	3
COc1cc(NC(=O)c2ccc(OC)c([N+](=O)[O-])c2)ccc1NC(=O)c1cccs1	-1	-12	-1	12	-7	8	6	1	-2

(cont.)
SMILES	14-3-3 Bad inh	hK5 inh	Rad51 HR inh	FXIIa inh 1536	Mdm2 ligase inh	p97 ATPase inh	FXIa inh 1536	eIF4E 4G PPI	Wee1 stabilizer
CCCc1cc(Nc2ccccc2OCC)n2ncnc2n1	3	-5	-2	22	-6	1	3	-1	-2
CCc1nnc(NC(=O)Nc2ccc(Cl)cc2)s1	-6	1	-1	11	-2	6	-2	1	0
Cc1oc(-c2nc3ccccc3n2C)cc1C(=O)c1ccccc1	6	1	7	3	-70	-6	-1	3	3
O=C(Nc1ccc(N2CCOCC2)cc1)C1CC1	-2	-22	8	14	-8	10	5	0	-1
O=C(CSc1nc2ccccc2o1)Nc1nc(-c2ccccc2)cs1	9	-8	-12	9	-24	2	0	0	6
O=C1C2CCCN2C(c2ccc(Br)cc2)N1c1ccc(F)cc1 (stereo not drawn)	-6	-13	-4	2	-10	-1	-5	-1	-2
Cc1ccc(P(C)(=O)c2ccc(C)cc2)cc1	-11	0	0	12	16	-9	2	-9	0
Cn1cnnc1SCC(=O)Nc1ccc(OCc2ccccc2)cc1	33	-3	3	2	6	-6	-5	-11	5
COc1cccc(C(=O)N2CCOCC2)c1	-16	-14	4	4	-2	0	-3	5	-1

Reformatted with bars between the fields: 6 of the compounds above
Molecule | 14-3-3 Bad inh | hK5 inh | Rad51 HR inh | FXIIa inh 1536 | Mdm2 ligase inh | p97 ATPase inh | FXIa inh 1536 | eIF4E 4G PPI | Wee1 stabilizer
Cc1oc(-c2nc3ccccc3n2C)cc1C(=O)c1ccccc1 | 6 | 1 | 7 | 3 | -70 | -6 | -1 | 3 | 3
O=C(Nc1ccc(N2CCOCC2)cc1)C1CC1 | -2 | -22 | 8 | 14 | -8 | 10 | 5 | 0 | -1
O=C(CSc1nc2ccccc2o1)Nc1nc(-c2ccccc2)cs1 | 9 | -8 | -12 | 9 | -24 | 2 | 0 | 0 | 6
O=C1C2CCCN2C(c2ccc(Br)cc2)N1c1ccc(F)cc1 (stereo not drawn) | -6 | -13 | -4 | 2 | -10 | -1 | -5 | -1 | -2
Cc1ccc(P(C)(=O)c2ccc(C)cc2)cc1 | -11 | 0 | 0 | 12 | 16 | -9 | 2 | -9 | 0
Cn1cnnc1SCC(=O)Nc1ccc(OCc2ccccc2)cc1 | 33 | -3 | 3 | 2 | 6 | -6 | -5 | -11 | 5
